High-throughput results: PubChem, Broad Institute
PglD inh: blocks C. jejuni PglD acetyltransferase activity. inhibition, % at 12.5 µM. 0.098% of 360,000 active. purified PglD enzyme, DTNB colorimetric CoA detection. AID 602405; in the data active means inhibition above about 16%, passing the limit was not always enough; further: strong numbers were not always called active
PGC1a acetyl inh: lowers PGC1a acetylation signal in U2OS cells. AlphaScreen anti-acetyl-lysine; with virally co-expressed GCN5 acetyltransferase. inhibition, % at 15.6 µM. 0.17% of 350,000 active. AID 651687;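 active means every replicate shows inhibition of at least 40%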;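 further: 0% = neutral control wells and 100% = positive control wells; some results beyond the cut were filed as inactive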
Cneo AK release: causes C. neoformans cell lysis; adenylate kinase release luminescence, 4 h; normalised: neutral wells 0, clomiphene wells 100; lysis activity, % at 15 µM; 0.2% of 360,000 active;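 active means mean lysis activity across replicates of at least 80%, whatever share of replicates individually reach that level; inactive means mean lysis activity below 80%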
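Schedule: static 4 h at 37 °C with compound, 1 h detection; system: C. neoformans cells; benchmarks: Clomiphene as positive control; buffer or medium: fresh YPD medium; measure: luminescence rise reflecting yeast cell lysis; measured by: luminescent adenylate kinase detection reagent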
miR-122 sensor: miR-122 inhibition in Huh7 cells; Huh7 miR-122 Renilla luciferase sensor, 48 h; neutral wells = 0, positive control = 100; activation (reporter increase), % at 12.5 µM; AID 602342; 0.3% of 340,000 active;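 active means mean replicate activation score at least 90 and every replicate individually at or above 90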;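 further: higher luciferase means less miR-122 activity so hits act as miR-122 inhibitors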
RAD52 anneal inh: inhibitors of human RAD52 DNA annealing | inhibition, % at 18.7 µM | recombinant RAD52 DNA annealing, FRET fluorescence | P43351 | 0.46% of 360,000 active;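 active means every replicate showing at least 50% inhibition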
RAD54 inh: inhibitors of human RAD54 branch migration | AID 602329 | Q92698 | RAD54 Holliday junction branch migration, FAM/BHQ fluorescence | inhibition, % at 10.4 µM | 0.14% of 360,000 active;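 active means mean normalized replicate activity at least 40 and at least half of replicates scoring 40 or more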;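 further: 0% = median of neutral control wells and 100% = median of positive control wells; inhibitors cause a drop in the FAM fluorescence signal; in these data hits start at about 50%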
E-sel inducer: E-selectin induction on HUVECs | P16581 | HUVEC E-selectin immunofluorescence imaging; normalized: neutral wells 0, TNF-alpha wells 100 | activation, % at 7.58 µM | 0.37% of 260,000 active | AID 686992;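 active means mean E-selectin-positive cell signal at least 10% of the positive control, reached in at least 60% of replicates, without over 20% cell loss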;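 further: in these data hits start at about 27%; measured in HUVEC primary endothelial cells; signal is the percent of cells scored E-selectin positive by PE staining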
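Assay system: HUVEC primary endothelial cells. Input: 3,000 HUVEC seeded per well. Doses: one compound dose added by pin transfer. Read-out basis: % PE-positive cells. Benchmarks: TNF-alpha high, DMSO low. Detection: immunofluorescence imaging. Buffer or medium: EGM-2, gelatin.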
ERAP1 inh: inhibitors of human ERAP1 aminopeptidase; Q9NZ08; recombinant ERAP1, Leu-AMC fluorescence, 60 min; inhibition, % at 10.7 µM; 0.15% of 340,000 active; AID 652197;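 active means mean replicate inhibition of at least 30%, or all replicates individually reaching that 30% level; inactive means mean below 30% and not every replicate reaching it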;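 further: 0% = neutral control wells and 100% = L-leucinethiol positive control wells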
Target sequence (Q9NZ08 whole entry, looked up): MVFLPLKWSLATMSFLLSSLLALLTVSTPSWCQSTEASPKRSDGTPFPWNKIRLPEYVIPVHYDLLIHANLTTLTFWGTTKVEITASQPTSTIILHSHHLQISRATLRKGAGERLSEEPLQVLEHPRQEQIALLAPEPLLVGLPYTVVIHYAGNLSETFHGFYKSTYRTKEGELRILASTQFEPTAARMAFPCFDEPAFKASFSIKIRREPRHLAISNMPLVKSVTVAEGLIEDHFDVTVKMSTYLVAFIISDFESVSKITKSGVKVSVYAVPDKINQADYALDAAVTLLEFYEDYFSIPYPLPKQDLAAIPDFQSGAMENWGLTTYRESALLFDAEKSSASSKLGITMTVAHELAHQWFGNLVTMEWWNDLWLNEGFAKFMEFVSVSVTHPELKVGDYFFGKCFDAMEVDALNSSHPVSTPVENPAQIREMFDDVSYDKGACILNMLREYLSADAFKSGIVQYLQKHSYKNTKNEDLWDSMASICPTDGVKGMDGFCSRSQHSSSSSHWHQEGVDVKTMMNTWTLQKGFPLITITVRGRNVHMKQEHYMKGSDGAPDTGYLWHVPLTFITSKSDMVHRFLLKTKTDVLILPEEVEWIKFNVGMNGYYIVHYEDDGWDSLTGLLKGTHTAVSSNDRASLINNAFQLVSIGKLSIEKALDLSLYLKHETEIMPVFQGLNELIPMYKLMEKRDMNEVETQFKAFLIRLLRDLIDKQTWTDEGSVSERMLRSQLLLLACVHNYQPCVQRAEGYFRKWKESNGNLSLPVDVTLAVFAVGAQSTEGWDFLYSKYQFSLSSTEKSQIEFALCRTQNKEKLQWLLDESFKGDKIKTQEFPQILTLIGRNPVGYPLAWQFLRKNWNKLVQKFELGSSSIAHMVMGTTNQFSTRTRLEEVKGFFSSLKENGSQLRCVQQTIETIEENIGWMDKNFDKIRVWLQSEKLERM
* hit, by the source's call; . = no result given; & = joins results of further samples; ! = not active in a repeat; [ ] = dose if it differs, or a comment.

Molecule,PglD inh,E-sel inducer,ERAP1 inh,PGC1a acetyl inh,miR-122 sensor,RAD54 inh,Cneo AK release,RAD52 anneal inh
C[C@H](CO)N1C[C@H](C)[C@H](CN(C)S(=O)(=O)c2cccs2)Oc2ccc(NC(=O)Cc3ccccc3)cc2C1=O,3,-12,6,-9,-1[16.7 µM],-9,4,-5
CN1CCN(CCC(=O)N/N=C/C=C2\N(C)c3ccccc3C2(C)C)CC1,.,.,22,17,-11,.,.,-10
CCCNS(=O)(=O)c1cccc(C(=O)NNC(=O)c2cc(C)oc2C)c1,0,10,2,.,-6,-3,-4,-5
CCOC(=O)Cn1c(O)c(N=NC(=O)OC)c2ccccc21,2,2.2,-2,4,0,-3,-1,-8
Cc1ccsc1C(=O)N(C)CC(=O)N(CC(C)C)c1c(N)n(CC(C)C)c(=O)[nH]c1=O,10,.,3,.,.,-13,7,-2
O=C(NC1CCCCC1)[C@H]1[C@H](CO)[C@H]2Cn3c(cccc3=O)[C@@H]1N2CC1CCCCC1,.,-0.1,-3,0,.,.,.,-7
O=C(CCN1CCCCC1)N[C@@H]1CC[C@@H](CC(=O)N2CCC(Cc3ccccc3)CC2)O[C@@H]1CO,-1,-0.1,0,-3,0[16.7 µM],1,-5,-4
Cc1nn2c(N)c(C#N)cnc2c1-c1ccc(Cl)cc1,1,.,.,4,-1,-8,0,.
C[C@@H]1CN([C@@H](C)CO)C(=O)c2cccc(NS(=O)(=O)c3ccccc3)c2O[C@@H]1CN(C)C(=O)Nc1ccc(C(F)(F)F)cc1,4,.,-3,-1,-3[16.7 µM],-9,-1,15
COc1ccc(NC(=O)N(C)C[C@H]2Oc3ccc(NC(=O)Cc4cn(C)c5ccccc45)cc3C(=O)N([C@@H](C)CO)C[C@H]2C)cc1,-2,0.5,-1,-13,3[16.7 µM],9,50,-2
O=C(COc1ccc(F)cc1Cl)Nc1ccc(N2CCOCC2)cc1N1CCOCC1,-1,1.3,-1,.,-8,-9,0,1
CCCc1cc(=O)[nH]c(SCC(=O)Nc2ccc([N+](=O)[O-])cc2C#N)n1,-4,6.8,.,2,-1,-3,-2,-5
COc1ccc(OC)c(S(=O)(=O)NCC2CCCO2)c1 (stereo not given),3,.,.,0,38,-6,5,.
Cn1cnnc1SCC(=O)NC1CCCN(Cc2ccc(Cl)cc2)C1 (stereo not given),0,0.0,-3,-4,.,-4,4,-3
C[C@H](CO)N1C[C@H](C)[C@@H](CN(C)C(=O)NC2CCCCC2)Oc2ccc(NS(=O)(=O)c3ccccc3)cc2C1=O,-2&-5,49*!,-4&-3,2&4,0[16.7 µM],0&1,2&1,1&-10
COC(=O)C1C(O)=C(C=NCc2ccccc2)C(=O)CC1(C)C (stereo not given),-3,.,.,13,-3,0,-3,.
Cc1cccc(S(=O)(=O)N2C[C@H](O)COC[C@H]3O[C@H](CC(=O)Nc4ccc(-c5ccccc5)cc4)CC[C@@H]32)c1,3,0.8,2,-13,-9[16.7 µM],1,-3,4
COc1ccccc1-c1ccc2c(c1)[C@H]1[C@H](CCN1C(=O)C1CC1)[C@H](CO)N2,-5,0.2,1,0,9[16.7 µM],-5,-4,16
O=C(Nc1cc(Cl)ccc1N1CCOCC1)c1ccc2c(c1)OCO2,-4,-1.1,0,7,2,3,2,-41
CCN(CC)S(=O)(=O)c1cccc(-c2nnc(SCC(=O)c3ccc(Cl)s3)n2C)c1,2,.,.,2,15,-16,-2,.
CCOC(=O)c1c(N=CN(C)C)c(C#N)n2c1CCC2,3,.,.,-5,-8,0,1,.
CC1Cc2ccccc2N1C(=S)NC1CCCC1 (stereo not given),1,-0.2,-3,.,2,0,1,-19
CCC1CCCCN1C(=O)CSc1nc2ncccc2[nH]1 (stereo not given),0,.,-1,5,-2,5,-6,-7
CCCC(=O)N1CC2(CN(Cc3nccs3)C2)c2c([nH]c3cc(OC)ccc23)[C@@H]1CO,.,-0.2,1,-1,.,.,.,-1
CCNc1c(NS(=O)(=O)c2ccc(C3CCCCC3)cc2)c(=O)oc2ccccc12,0,0.5,1,-1,-3,4,2,10
Cc1ccc(S(=O)(=O)N(C)C[C@@H]2Oc3ccc(NS(=O)(=O)c4cccs4)cc3C(=O)N([C@H](C)CO)C[C@@H]2C)cc1,0,0.4,.,7,1[16.7 µM],-5,5,.
Cc1noc(C)c1NC(=O)N(C)C[C@@H]1Oc2ccc(NS(=O)(=O)c3cccs3)cc2C(=O)N([C@H](C)CO)C[C@H]1C,-2,-8.2,1,3,-1[16.7 µM],-12,-4,2
C[C@H](CO)N1C[C@H](C)[C@@H](CN(C)Cc2ccc(-c3ccccc3)cc2)OCc2cnnn2CCCC1=O,1&-4,0.4&0.1,0&-1,-6&5&8,-3,-10&-3,-3&1,0&6
O=C(/C=C/c1ccc(Cl)cc1)N1CCN(c2c(Cl)cccc2[N+](=O)[O-])CC1,-4,-1.4,-1,.,6,0,0,-5
CCc1ccc(OCC(=O)Nc2ncn[nH]2)cc1,-1&2,0.0,1&3,3&-2,-2,0&-2,0&1,5&-1
Cc1ccc(CNC(=O)c2ccc(CS(=O)Cc3ccccc3Cl)o2)cc1 (stereo not given),1,.,1,11,.,3,0,-26
COc1cccc(NC(=O)N2CC(=O)N3[C@H](C2)[C@H](c2ccc(C#CC4CCCCC4)cc2)[C@@H]3CO)c1,.,-0.7,-1,0,.,.,.,-2

Ordered by count of non-hydrogen atoms (low to high): some entries from above.
Molecule,PglD inh,E-sel inducer,ERAP1 inh,PGC1a acetyl inh,miR-122 sensor,RAD54 inh,Cneo AK release,RAD52 anneal inh
COC(=O)C1C(O)=C(C=NCc2ccccc2)C(=O)CC1(C)C (stereo not given),-3,.,.,13,-3,0,-3,.
O=C(/C=C/c1ccc(Cl)cc1)N1CCN(c2c(Cl)cccc2[N+](=O)[O-])CC1,-4,-1.4,-1,.,6,0,0,-5
Cc1ccsc1C(=O)N(C)CC(=O)N(CC(C)C)c1c(N)n(CC(C)C)c(=O)[nH]c1=O,10,.,3,.,.,-13,7,-2

Additional structures.
Molecule,PglD inh,E-sel inducer,ERAP1 inh,PGC1a acetyl inh,miR-122 sensor,RAD54 inh,Cneo AK release,RAD52 anneal inh
Nc1cnn(Cc2ccc(F)cc2)c1,-2,3.1,0,.,3,2,-1,2
O=C(CSc1ccccc1C(=O)O)Nc1ccc2c(c1)OCO2,-1,0.1,-5,1,-2,3,-2,-4
COc1ccc(NC(=O)CC2C(=O)NCCN2C(=O)c2ccccc2)cc1 (stereo not given),3,.,-8,4,-4,-5,-1,3
O=C(c1cccs1)N1C[C@@H](n2cc(-c3ccc(F)cc3)nn2)[C@H](O)C[C@@H]1c1ccccc1,-2,.,1,3,4,9,2,-1
CCP(=O)(CC)c1cccc(N)c1,-2,.,.,8,2,-4,1,.
CSc1nncc(/C(C)=N\Nc2cccc(C)c2)n1,2,.,.,-2,-4,-8,5,.
COc1ccc(-c2nc(N3CCCCCC3)sc2C(=O)c2ccccc2)cc1,-4,.,.,-20,2,3,-3,.
CC(=O)Nc1cnc(-c2ccccc2C(F)(F)F)cn1,6,0.0,1,.,0,-1,1,-14
Cc1ccc(S(=O)(=O)N2CCC(NC(=O)c3cccc(F)c3)CC2)cc1,0,0.0,-3,8,-8,-11,-6,2
COC(=O)C[C@@H]1C[C@H]2c3cc(NC(=O)c4ccc5c(c4)OCO5)ccc3O[C@H]2[C@@H](CO)O1,0,0.0,1,1,0[16.7 µM],-21,-12,13
CC1CCN(CCCNC(=O)c2cc3c(=O)n(C)c4ccccc4c3n2C)CC1,3,0.1,1,.,.,59*,-10,27
O=C(C[C@H]1CC[C@@H]2[C@H](COC[C@@H](O)CN2CC2CCOCC2)O1)NCc1ccc(Cl)cc1,4,0.5,-2,3,-4[16.7 µM],3,54,18
C[C@@H]1CN([C@@H](C)CO)C(=O)CCCn2cc(nn2)CO[C@@H]1CN(C)Cc1ccc(C(=O)O)cc1,.,-0.1,3,8,.,.,.,1
CC(C)(C)NCC(O)c1cc(O)cc(O)c1 (stereo not given),7,1.6,-3,-14,0,-3,-1,-3
O=C(N/N=C/c1ccc(OC(=O)c2cccs2)cc1)c1ccc(F)cc1,1,-2.1,.,1,-3,0,-1,.
O=C(CSc1nnc(Cc2ccccc2)o1)N1CCc2ccccc21,1,.,.,-2,-1,-12,0,.
C[C@H]1CN([C@@H](C)CO)C(=O)c2cc(NC(=O)CCN3CCOCC3)ccc2O[C@H]1CN(C)C(=O)NC1CCCCC1,2,-0.1,0,0,2[16.7 µM],-6,-1,4
CC(=O)N1CCOc2ccc(S(=O)(=O)NCCc3ccccc3)cc21,-2,.,2,2,4,-6,-1,-12
COc1ccc(S(=O)(=O)Nc2ccc3c(c2)CC(=O)N([C@@H](C)CO)C[C@@H](C)[C@H](CN(C)Cc2ccc4c(c2)OCO4)O3)cc1,2,-0.1,0,-13,2[16.7 µM],3,5,43
CN(C)/C=N/S(=O)(=O)c1ccc(Cl)cc1,4,.,4,-8,3,5,1,-11
O=C(NCCN1CCN(S(=O)(=O)c2ccccc2)CC1)C(=O)Nc1ccc(F)cc1,-3,.,-2,-10,-4,3,-1,-1
O=C(c1ccccc1)N1CCC2(CC1)NCCc1[nH]cnc12,2,.,1,-4,10,2,1,-10
COc1ccc(N2CCN(C(=O)CCc3ccccc3OC)CC2)cc1,5,-0.1,-9,2,-9,-1,6,-5
N#Cc1cccnc1N1CCN(C(=O)c2[nH]c(C(F)(F)F)nc2-c2ccccc2)CC1,3,-2.1,2,-16,7,-3,1,-15
CN(C)C(=O)C[C@H]1CC[C@@H]2[C@@H](COc3ccc(NC(=O)Nc4cccc(Cl)c4)cc3C(=O)N2C)O1,0,0.1,-1,2,4[16.7 µM],8,0,-7
O=C(COc1ccc(Cl)cc1Cl)N1CCN(C(=O)c2ccco2)CC1,0,.,-1,-10,0,1,1,-2
CCCNC(=O)[C@@H]1[C@@H](CO)[C@@H]2Cn3c(ccc(/C=C/c4ccccc4)c3=O)[C@H]1N2C(C)=O,0,0.1,1,.,6[16.7 µM],-2,14,5
O=C(Nc1nc2ccccc2s1)C1CC(=O)N(c2ccc(F)cc2)C1 (stereo not given),0,.,.,0,-1,-2,3,.
O=C(NC1C2CC3CC(C2)CC1C3)c1ccc2c(c1)OCO2 (stereo not given),-5,0.2,2,-18,19,0,0,2
O=C(CSc1nnc(-c2ccccn2)n1Cc1ccco1)c1ccc(Cl)cc1,2,.,.,.,-3,-3,0,.
C[C@H](CO)N1C[C@H](C)[C@H](CN(C)C(=O)Nc2ccc(F)cc2)Oc2ncc(C#CCN(C)C)cc2C1=O,-2,0.4,0,3,-2[16.7 µM],-8,0,-27
N#Cc1c(-c2ccccc2)c(-c2ccccc2)nn(CC(=O)NNC(=O)Nc2ccc(Cl)c(Cl)c2)c1=O,-7,.,.,9,27,7,1,.
O=C(NCc1cn(-c2ccccc2)nc1-c1ccccc1)c1cc([N+](=O)[O-])cc([N+](=O)[O-])c1,-11,.,.,-7,3,5,1,.
O=C(O)CCC(=O)N1CCN(c2ccc(C(=O)c3ccc(F)cc3)cc2)CC1,-9,.,.,12,-6,-1,0,.
CCOC(=O)c1[nH]c2c(c1C)C(=O)CC(c1ccc(N(C)C)cc1)C2 (stereo not given),-3,-0.1,-3,.,2,-12,1,-10
CSc1ccccc1OCc1cc(C(=O)N[C@H]2CCCCNC2=O)no1,-2,.,-1,.,.,2,0,-19
O=C(C[C@H]1CC[C@@H]2[C@H](COC[C@H](O)CN2Cc2ccccc2F)O1)N1CCc2ccccc2C1,1,0.1,2,-3,-7[16.7 µM],-7,4,-13
